From PubChem BioAssay
a7 integrin act: integrin-mediated muscular dystrophy alleviation activation; alpha7betagal myoblasts, beta-gal FDG fluorescence, 48 h; Potency, µM (doses to about 38.3 µM), inactives show top-dose activation, actives largely listed as activators; 350,000 tested, 0.064% active; AID 624291;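 also: potency is read from the fitted curve at half-maximal effect; 100% = response of the positive control SU9516; nearly all actives have a fitted effect of over 60% in size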
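alpha7betagal+/- myoblasts (passage 13, 250/well) treated 48 h at 37C with compounds at 1:260 dilution of DMSO stock. Lysed, then beta-galactosidase activity read as FDG fluorescence (ex 480/em 540) after 30 min, with pre-read for autofluorescence.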
MLL CXXC-DNA inh: inhibitors of human MLL CXXC domain-DNA interaction | MLL-CXXC / FITC-HOXA9 DNA fluorescence polarization | Potency, µM (doses to about 115 µM), without a hit: at the top dose activity change, negative = inhibition, hits mostly inhibitors | 290,000 tested, 0.037% active | AID 2662; active = well fitted inhibition curve with a large enough effect in the polarisation, with a control signal flat, not every such curve was filed as active; inconclusive = small, poorly fitted or top-dose-only effect, or effect the other way, or a change in a side signal; inactive = no such curve, though single readings can be large or run the other way; the % refers to the polarisation; also: potency is read from the fitted curve at half-maximal effect
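Purified MLL-CXXC (added from a 7 uM solution) was preincubated 5 min at ambient with pinned compounds in 50 mM Tris-HCl pH 7.5, 50 mM NaCl, 1 mM DTT, 0.05% BSA. Fluorescein-labeled HOX-A9 DNA (50 nM solution) followed, 30 min, then polarization read.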
AT treatment: potential ataxia-telangiectasia treatment; Potency, µM (doses to about 57.5 µM), inactives show at the highest dose activation, most hits filed as activators; […] A-T fibroblasts, KAP-1 phosphorylation AlphaLISA; neocarzinostatin DNA damage 30 min before lysis; 320,000 tested, 0.19% active; also: potency is read from the fitted curve at half-maximal effect; % of control where 0% means no effect; nearly all actives have a fitted effect of over 45% in size
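ATM-like activity read as KAP-1 phosphorylation via AlphaLISA donor/acceptor antibody pairs after lysis and 6 hr at 25C. Cells were ATM-null patient fibroblasts ([…], hTERT), dosed 60 min, then exposed to the DSB inducer NCS for 30 min.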
Mito fusion act: mitochondrial division inhibition or fusion activation. 320,000 tested, 0.23% active. Potency, µM (top dose mostly 46.1 µM), for inactives: top-dose growth rescue (activation), actives largely listed as activators. AID 485298. S. cerevisiae fusion-defective mutant growth rescue, CellTiterGlo 48 h;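 also: potency is read from the fitted curve at half-maximal effect; % of control where 0% means no effect; nearly all actives have a fitted effect of over 45% in size; temperature-sensitive fusion mutants such as fzo1-1 at 37 °C on non-fermentable ethanol glycerol medium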
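S. cerevisiae fusion-defective temperature-sensitive mutants (e.g. fzo1-1, mgm1-5) grown 48 h at 37C in YPEG (ethanol/glycerol non-fermentable) medium with 23 nl compound per well; growth rescue read as CellTiterGlo luminescence.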
ASM inhibitor: human S-ASM enzyme inhibition | Potency, µM (titrated, usually from 57.5 µM), without a hit: top-dose activity change, negative = inhibition, hits mostly inhibitors | placental ASM, HMU-PC fluorogenic substrate, 60 min | 340,000 tested, 0.006% active | AID 504937 | P17405; also: potency is read from the fitted curve at half-maximal effect
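Human placenta-derived ASM preincubated with compound 10 min at room temperature, then reacted with 9 uM (final) fluorogenic HMU-PC substrate for 60 min at 37 C. Stop solution raises pH to 10; fluorescence read at Ex 386/Em 447 nm.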
TCR activator: activates T cell receptor signaling; primary human leukocytes, anti-CD3, IL-2 HTRF, 48 h; Potency, µM (top dose mostly 9.22 µM), for inactives: at the highest dose activation of IL-2 secretion, hits mostly activators; 330,000 tested, under 10 active; AID 504894; also: % of control where 0% means no effect
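Primary human leukocytes incubated 48 hr with anti-CD3 beads plus compound, without co-stimulation. Secreted IL-2 measured by HTRF (europium cryptate/d2 anti-IL-2 pair, 320 nm excitation, 665 nm emission).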
TSHR antag: blocks TSH signaling through the human TSH receptor; 330,000 tested, 0.2% active; TSHR-expressing cells, TSH-stimulated cAMP HTRF, 2 h; stronger effect = lower value; P16473; activity change, negative = inhibition, % at 11.5 µM;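 active = activity change below a set negative limit, meaning inhibition stronger than a set level, cut at about -70% in these data; inconclusive = activity change between two set negative limits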; also: % is scaled to controls: 0 for no effect and ±100 for the full control effect
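TSHR-expressing cells, 200/well, pre-treated with compound, then stimulated with EC80 TSH (4nM final) for 2 hours at 37 deg C. cAMP measured by competitive HTRF: anti-cAMP cryptate antibody in lysis buffer plus cAMP-d2, read after 30 minutes at room temperature.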
TSG101-PTAP inh: blocks PTAP/TSG101 interaction to inhibit HIV-1 budding; Q99816; Fluorescence polarization, FITC-PTAP peptide / Tsg101 binding; Potency, µM (titrated, usually from 115 µM), for inactives: at the top dose activity change, negative = inhibition, hits mostly inhibitors; 340,000 tested, under 10 active; AID 493005; active = well fitted inhibition curve with a large enough effect in the main read-out, with a control signal flat, not every such curve was filed as active; inconclusive = small, poorly fitted or top-dose-only effect, or effect the other way, or a change in a side signal; inactive = no such curve, though single readings can be large or run the other way; also: potency is read from the fitted curve at half-maximal effect; % of control where 0% means no effect
Target sequence (Q99816 whole entry, looked up): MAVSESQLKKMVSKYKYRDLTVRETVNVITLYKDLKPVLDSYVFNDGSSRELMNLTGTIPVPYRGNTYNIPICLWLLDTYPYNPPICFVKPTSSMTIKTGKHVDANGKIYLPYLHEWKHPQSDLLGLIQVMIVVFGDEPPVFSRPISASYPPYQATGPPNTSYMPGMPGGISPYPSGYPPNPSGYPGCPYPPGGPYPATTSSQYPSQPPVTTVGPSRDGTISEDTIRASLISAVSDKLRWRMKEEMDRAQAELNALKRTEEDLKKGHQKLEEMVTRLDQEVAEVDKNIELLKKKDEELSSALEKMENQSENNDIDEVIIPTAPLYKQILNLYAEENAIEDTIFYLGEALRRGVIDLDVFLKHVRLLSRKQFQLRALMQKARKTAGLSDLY
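Fluorescence polarization binding of Tsg101 binding domain (10 uM final) to FITC-labeled PTAP peptide (50 nM final) in HEPES pH 7.5 buffer with NaCl, Tween 20, EDTA, TCEP. Compounds added before peptide; binding 20 min at RT.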
MBNL1 CUG block: blocks human MBNL1 binding to CUG repeat RNA. 280,000 tested, 0.036% active. TR-FRET MBNL1-His/biotin-(CUG)12 binding, 665/545 ratio. Q9NR56. Potency, µM (titrated, usually from 57.5 µM), inactives show at the top dose activity change, negative = inhibition, hits mostly inhibitors; active = well fitted inhibition curve with a large enough effect in the signal ratio, with a control signal flat, not every such curve was filed as active; inconclusive = small, poorly fitted or top-dose-only effect, or effect the other way, or a change in a side signal; inactive = no such curve, though single readings can be large or run the other way; the % refers to the signal ratio; also: potency is read from the fitted curve at half-maximal effect; % is scaled to controls: 0 for no effect and ±100 for the full control effect
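Compounds (final 92 nM to 58 uM) are added to His-tagged MBNL1 and biotin-(CUG)12, then terbium anti-His antibody and streptavidin-XL665 (5 nM final). After 60 min at room temperature, the 665/545 nm ratio is read.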
Menin MLL FP TR: displaces Texas Red mutant MLL peptide from human menin. Menin + Texas Red MLL mutant peptide, fluorescence polarization. 270,000 tested, 0.23% active. O00255. Potency, µM (doses to about 61.6 µM), for the others: at the highest dose FP activity change, negative = inhibition, hits mostly inhibitors. AID 1768; active = well fitted inhibition curve with a large enough effect in the polarisation, with a control signal flat, not every such curve was filed as active; inconclusive = small, poorly fitted or top-dose-only effect, or effect the other way, or a change in a side signal; inactive = no such curve, though single readings can be large or run the other way; the % refers to the polarisation; also: potency is read from the fitted curve at half-maximal effect; % of control where 0% means no effect; many of its hits are not listed in these tables
Target sequence (O00255 whole entry, looked up): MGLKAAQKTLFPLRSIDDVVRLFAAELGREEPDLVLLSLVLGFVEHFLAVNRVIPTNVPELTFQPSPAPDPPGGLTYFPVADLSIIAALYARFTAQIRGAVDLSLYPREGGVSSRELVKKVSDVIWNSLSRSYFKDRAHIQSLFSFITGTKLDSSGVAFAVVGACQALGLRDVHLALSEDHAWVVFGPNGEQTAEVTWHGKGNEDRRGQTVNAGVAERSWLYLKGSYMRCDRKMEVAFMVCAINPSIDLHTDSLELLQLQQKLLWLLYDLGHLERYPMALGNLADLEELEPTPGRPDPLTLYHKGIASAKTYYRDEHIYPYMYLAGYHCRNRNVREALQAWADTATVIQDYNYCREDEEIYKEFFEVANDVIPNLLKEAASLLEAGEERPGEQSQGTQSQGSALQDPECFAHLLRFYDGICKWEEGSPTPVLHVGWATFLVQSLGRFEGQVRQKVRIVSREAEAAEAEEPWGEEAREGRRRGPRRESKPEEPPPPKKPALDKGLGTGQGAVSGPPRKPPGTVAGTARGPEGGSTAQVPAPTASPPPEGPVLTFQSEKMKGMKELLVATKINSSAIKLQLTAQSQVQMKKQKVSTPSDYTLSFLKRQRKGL
Numbers without * were called inactive; ? = inconclusive; · = no result given; [ ] = dose if it differs, or a comment. Unless noted, calls follow the shape of the dose curve; as a rule, active = well fitted curve in the direction sought with a large enough effect; inconclusive = small, poorly fitted or top-dose-only effect, or another doubt; inactive = no such curve, though single readings can be large; an effect the other way counts as inactive or inconclusive. This is a subset; the hit share may differ from the screen's.

The line under a structure holds: a7 integrin act, MLL CXXC-DNA inh, AT treatment, Mito fusion act, ASM inhibitor, TCR activator, TSHR antag, TSG101-PTAP inh, MBNL1 CUG block, Menin MLL FP TR
1	CCCS(=O)(=O)c1c(S(=O)(=O)CCC)c2c(C)cccn2c1C(=O)OC
→ -22%, 3%, -4%, 3%, 6%, -3%, -8, -7%, 12%, 12%
2	C/C(=N\OC(=O)c1c(-c2ccccc2Cl)noc1C)c1nccs1
→ 17%, 4%, -3%, -2%, -2%, -12%, -15, -5%, -3%, 3%
3	CCCC(=O)C1=C(SCC)CC(C)(C)C(C(=O)OC)C1=O (stereo not drawn)
→ 11%, -2%, -2%, 0%, -1%, 5%, 3, -2%, -2%, 10%
4	COc1ccc(CNc2nnnn2C)c(OC)c1
→ -34%, 1%, 4%, 3%, -3%, ·, 4, 2%, 7%, 11%
5	Cc1c(C(=O)Nc2ccc3c4c(cccc24)CC3)cccc1[N+](=O)[O-]
→ -8%, 6%, 0%, -4%, -5%, 1%[46.1 µM], 5, -7%, ·, -5%
6	COc1cc(C2NC(=O)NC(C)=C2C(=O)OC(C)(C)C)ccc1OCC(N)=O (stereo not drawn)
→ -1%, 4%, 9%, 5%, 0%, -1%, -11, 1%, -3%, -2%
7	O=C(O)c1cc([N+](=O)[O-])ccc1NCCc1ccccc1
→ 38%, -28%, -19%, 4%, -1%, 1%, -8, 0%, ?, ·
8	O=c1[nH]c(/C=C/c2ccc3c(c2)OCO3)c([N+](=O)[O-])c(=O)[nH]1
→ ·, -16%, 2%, -2%, ·, ·, -4, ·, -1%, -1%
9	NS(=O)(=O)c1ccc(NC(=O)CSC2CCCCC2)cc1
→ -1%, -1%, 11%, -3%, -2%, -8%, -12, 0%, -2%, -19%
10	CC(C)C[C@H](NC(=O)[C@@H]1Cc2ccccc2CN1C(=O)OC(C)(C)C)C(=O)NCC1CCC(C(=O)O)CC1 (stereo partly drawn)
→ 14%, -2%, 9%, -3%[9.22 µM], -4%, -19%, -24, -1%, 4%, -13%
11	Cc1ccc2[nH]c(=O)c(CN(CCc3ccccc3)C(c3nnnn3Cc3ccco3)C(C)C)cc2c1 (stereo not drawn)
→ -24%, 4%, 41%, 27%, -3%, -4%, 9, -4%, 3%, ·
12	O=C(CCN1C(=O)/C(=C/c2ccccc2)SC1=S)N[C@@H](CO)Cc1ccccc1
→ -53%[inhibitor], 14%, 6%, -2%, -12%, 5%, 3, 0%, ?, ·
13	Cc1ccc(NC(=O)CCC(=O)N/N=C/c2cccs2)cc1C
→ 24%, -2%, 0%, -6%, -3%, 0%[46.1 µM], 1, -1%, 4%[11.5 µM], 0%
14	CCC(=O)n1nc(-c2ccc(Cl)cc2)nc1NCc1ccccc1
→ 6%, 0%, 4%, -1%, -1%, 10%, -9, -1%, -5%, -10%
15	CCOc1ccccc1N(C)C(=O)Cn1ncc2c([nH]c3ccccc32)c1=O
→ 5%, -12%, 6%, 1%, -1%, 1%, -10, -4%, -10%, ·

An excerpt from above, showing only ASM inhibitor and TSHR antag:
nr	SMILES	ASM inhibitor	TSHR antag
2	C/C(=N\OC(=O)c1c(-c2ccccc2Cl)noc1C)c1nccs1	-2%	-15
13	Cc1ccc(NC(=O)CCC(=O)N/N=C/c2cccs2)cc1C	-3%	1

Next section:
The line under a structure holds: a7 integrin act, MLL CXXC-DNA inh, AT treatment, Mito fusion act, ASM inhibitor, TCR activator, TSHR antag, TSG101-PTAP inh, MBNL1 CUG block, Menin MLL FP TR
16	O=C(CN1C(=O)NC2(CCOc3ccccc32)C1=O)NCCc1ccccc1 (stereo not drawn)
→ -18%, ·, 5%, ·, 3%, 1%, 16, 0%, ·, ·
17	COc1cc2c(cc1OC)CN(C(=S)Nc1ccc(C)cc1C)CC2
→ -7%, 11%, -2%, -2%, 0%, 13%[46.1 µM], -6, -1%, -4%, -1%
18	Cc1ccc([C@@H]2CC=C(C(=O)O)[C@H](c3ccccc3F)N2S(=O)(=O)c2ccccc2C)cc1
→ 11%, ·, ?, ·, 4%, 1%, -15, -1%, ·, ·
19	C=CC[C@H](CC(=O)N(CCO)Cc1ccccc1)C(=O)N[C@H](COC(=O)[C@@H](CC=C)CC(=O)OC(C)(C)C)Cc1ccccc1
→ -38%, ·, -5%, ·, 5%, 6%, -4, -6%, ·, ·
20	CCOC(=O)N1CCC(NC(=O)c2ccccc2C(=O)O)CC1
→ -7%, -3%, -4%, -3%, 2%, -1%, -4, 0%, -8%, ·
21	COc1ccc(C(=O)c2c[nH]c(C(=O)NCCCn3ccnc3)c2)cc1
→ -3%, 5%, 1%, 10%, -5%, 0%, 11, -1%, -6%, 0%
22	CCN(CC)S(=O)(=O)c1ccc(C(=O)NC2=C(C(=O)OC)SCC2)cc1
→ 25%, ?, -4%, 2%, -8%, 5%, -7, -3%, ?, -1%
23	COc1cccc(COC(=O)C2CCN(C(=O)c3ccccc3C)CC2)c1OC
→ ?, 17%, 3%, -6%, 5%, 2%, -6, -12%, -3%, ·
24	Cc1ccc(-c2noc(CCC(=O)NCc3ccco3)n2)cc1
→ -4%, -5%, -1%, -2%, -3%, ·, 4, ·, -3%, -3%
25	CNc1nc(N)c([N+](=O)[O-])c(NC2CCCCC2)n1
→ -11%, 11%, 6%, -57%[inhibitor], -4%, 9%, 17, 0%, 1%, -1%
26	O=C(O)c1c(Cl)cccc1Nc1ccccc1
→ 5%, ·, ·, ·, 7%, 4%, ·, -4%, ·, ·
27	Cc1nc(N2CCN(Cc3ccccc3)CC2)nc2c1CCC2
→ 14%, 11%, 5%, -3%, 8%, -6%, -10, 0%, ·, -19%
28	CC(C)(C)CC(=O)Nc1cc2c3c(c1)CC(=O)N3CCC2
→ 2%, -3%, -1%, 8%, 3%, -7%, -4, 0%, 6%, -15%
29	O=C(Cc1ccccc1)NCC(=O)OCC(=O)c1ccccc1Cl
→ -14%, -2%, 0%, 0%, 0%, -4%, -5, 1%, 3%, -8%
30	C/C(=N\Nc1ccccc1)c1cc2ccccc2oc1=O
→ 16%, -5%, 1%, -5%, -1%, -2%, -3, -2%, 39%[activator], 12%
31	CCCCOc1ccc(S(=O)(=O)NC(=O)NCc2ccc(OCCC)cc2)cc1
→ 6%, -4%, ·, 0%, 0%, -1%[46.1 µM], -1, -3%, 30%[activator], -26%
32	Cc1noc(C)c1S(=O)(=O)NC1CCCc2ccccc21 (stereo not drawn)
→ 12%, 3%, -1%, 0%, 0%, 12%, -11, -1%, -9%, 1%
33	COc1ccc(S(=O)(=O)N2CCC3(CC2)OCCN3S(=O)(=O)c2ccccc2)cc1OC
→ -11%, ·, -2%, -4%, 4%, 6%, ·, -3%, ·, ·
34	O=C(NCc1ccco1)/C(=C/c1ccc(Br)cc1)NC(=O)c1ccco1
→ 0%, -15%, 13%, -1%, 1%, -4%, -2, -2%, -1%, 5%
35	O=C1NCCN(CC2CCN(CCC3CCCC3)CC2)C1=O
→ 7%, ·, ·, ·, 1%, -12%, ·, -4%, ·, ·
36	CN(C)C(=O)CSc1nnc(-c2ccc(F)cc2)c2ccccc12
→ -13%, 5%, 1%, -1%, -1%, -1%, -10, -6%, ·, ·
37	Cc1ccc(NC(=O)COc2ccccc2C(=O)NCCc2ccccc2)cc1
→ ?, 4%, -3%, 2%, -8%, ·, -14, -7%, 2%, 38%[activator]
38	N=c1n(CCO)c2ccccc2n1CCN1CCCCC1
→ 11%, 2%, -4%, 1%, 4%, 1%, 2, 0%, -6%, 12%
39	CS(=O)(=O)N1N=C(c2cccs2)CC1c1ccccc1F (stereo not drawn)
→ 15%, -3%, 1%, -2%, -1%, 7%, -1, 0%, 16%, 4%
40	Cn1nc(C(=O)NNC(=O)c2ccccc2Br)c2ccccc2c1=O
→ -7%, ·, -6%, -1%, -1%, -3%, 4, 0%, ·, ·
41	O=C1C=C(c2ccoc2)N2CCC[C@H]2C1
→ 12%, ·, -2%, ·, -4%, -4%, -13, -6%, ·, ·
